TTR transcr act: activators of transthyretin transcription; SH-SY5Y TTR promoter Gaussia luciferase, luminescence; 100% = recombinant luciferase protein wells; activation, % at 16.7 µM; 92,000 tested, 1.3% active; AID 1117267;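 active = activation above the mean of all tested compounds plus 3 SD, cut at about 9.5% in these data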;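 note: cells exposed to compounds for one day before reading; 0% = median of all test compound wells on the plate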
* hit, by the source's call. Some of the compounds tested; rates above refer to the full screens.

TTR transcr act | compound
0.5 | CCOc1ccc(CN2CCN(Cc3cccc4nonc34)CC2CCO)cc1 (stereo unspecified)
4.0 | COc1ccccc1-c1cccc([C@@H]2C[C@H]3[C@H](CON3C)CN2Cc2ccccc2)c1
-5.0 | CSc1nnc(NC(=O)c2cccc(S(=O)(=O)N3CCOCC3)c2)s1
0.8 | COc1cccc(NC(=O)C(OC(=O)c2ccc([N+](=O)[O-])o2)c2ccccc2)c1 (stereo unspecified)
3.3 | CC1CCCC(C)N1C(=O)CSc1nnnn1-c1cccc2c1CCCC2 (stereo unspecified)
1.6 | CCC(=O)N1CCN(c2ccc(NC(=O)c3ccccc3)cc2)CC1
-1.5 | CCn1c(C)cc(C=C2C(=O)c3ccccc3C2=O)c1C
-1.6 | COc1cccc(NC(=O)CSc2ccc(-c3sc(C)nc3C)nn2)c1
0.0 | O=C(O)CCn1nnc2ccccc21
-0.5 | CCOC(=O)N1CCc2c(sc3nc[nH]c(=O)c23)C1
-1.3 | COc1cccc(C(=O)NCCSc2ccc(Br)cc2)c1
-2.8 | CC(=O)Nc1cccc(NC(=O)Nc2cccc(Cl)c2C)c1
-0.4 | Cc1cc(-c2nc3ncccc3o2)ccc1NC(=O)CC(C)C
2.4 | Cc1c(Cl)cccc1NC(=O)CC1SC(=NCC2CCCO2)NC1=O (stereo unspecified)
1.2 | COc1ccc(CNC(=O)C2(CC3CC(c4ccccc4)=NO3)CCN(C(=O)CCCCCBr)CC2)cc1 (stereo unspecified)
2.4 | COC(=O)COc1cccc(NC(=O)c2cccc(C)c2)c1
1.1 | COCC(=O)Nc1nnc(Cc2ccc(OC)cc2)s1
-1.8 | CC(=O)C1=C(O)C(=O)N(c2nccs2)C1c1ccc(Br)cc1 (stereo unspecified)
0.6 | CCNC(=O)C[C@@H]1CC[C@H]2[C@@H](COC[C@H](O)CN2C(=O)C2CC2)O1
1.9 | C=C(C)C1CCC(C)=C1CC(C)(C)/C=N\n1cnnc1 (stereo unspecified)
-1.5 | CCc1ccc[n+](-c2nc3ccccc3nc2C(=C=[N-])C#N)c1
-1.0 | O=C(c1c[nH]c2ccccc12)N1CCOCC1
-1.1 | Cc1cnc(=O)[nH]c1SCc1ccccc1F
-2.2 | COc1ccc(-c2onc3ccc(C(=O)/C=C/N(C)C)cc23)cc1
-0.7 | COC(=O)[C@]12C[C@H](CC(=O)N3CCSCC3)C(=O)N(Cc3ccco3)C1=C[C@H](COCc1ccccc1)O[C@@H]2C
-0.9 | Cc1cc(NC(=O)COc2ccc(C(C)(C)C)cc2)no1
0.6 | CCCn1c(SCC(=O)N2CCN(S(=O)(=O)c3ccc(Cl)cc3)CC2)n[nH]c1=O
0.2 | Cc1ccc(/C=C(\NC(=O)c2ccc(C)cc2)c2nc(=S)[nH][nH]2)cc1
0.3 | O=C(COc1ncnc2ccccc12)NC1CCS(=O)(=O)C1 (stereo unspecified)
1.8 | CN(CC(=O)Nc1ccc(S(=O)(=O)N2CCCC2)cc1)CC(=O)Nc1ccc(F)c(F)c1F
0.2 | CC1(C)C=C2C(N(CC3CC3)C(=N)N2C(=O)OCc2ccccc2)n2c(=O)n(-c3ccccc3)c(=O)n21 (stereo unspecified)
-0.1 | CCCN(CCC)CCNC(=O)CCC(=O)Nc1ccc2nc(N3CCN(C)CC3)cc(C)c2c1
-3.1 | Cc1c(Cl)cccc1NC(=S)N1CCN(C(=O)c2ccco2)CC1
0.0 | O=C(c1ccncc1)N1CCN(S(=O)(=O)c2ccccc2Br)CC1
-3.0 | CC1CCC2(CC1)C(Nc1cccc(Cl)c1)=NC(=S)N2CC#N (stereo unspecified)
8.7 | Cc1ccc(C(=O)NNC(=S)NC(=O)COc2ccccc2)cc1
1.4 | COc1ccc(-c2c(C#N)c(N)nc3sc(C(=O)c4ccc(C)cc4)c(N)c23)cc1
0.9 | O=C(Nc1ccn(CCCN2CCN(c3ncccn3)CC2)c(=O)n1)OCc1ccccc1
0.7 | Cc1nnc(SCCCN2C(=O)c3ccccc3C2=O)o1
1.1 | CCCc1c(C)[nH]c2ccc(C(=O)O)cc2c1=S
-1.3 | COc1ccc(N2CCN(C(=O)c3ccc(COc4ccc5c(C)cc(=O)oc5c4)cc3)CC2)cc1
-0.3 | Cc1nc(NC(=O)CCN2C(=O)C3CC=CCC3C2=O)sc1C (stereo unspecified)
1.7 | O=C(Nc1sc2c(c1C(=O)c1ccccc1)CCCC2)c1cccnc1
-1.9 | O=C(Nc1ccccc1F)Nc1cc(Cl)ccc1-n1cncn1
-2.1 | COc1ccc(CN2CCN(C(C)C(=O)NC(C)c3ccc(F)cc3)CC2)cc1F (stereo unspecified)
1.1 | Cc1onc(-c2ccccc2)c1-c1nnc(COC(=O)c2ccc(F)cc2)o1
-0.2 | COC(=O)c1ccc2nc(-c3ccc4c(c3)OCO4)cn2c1
-1.3 | COc1ccc(CNC(=O)/C=C/c2ccc(OCCCF)cc2)cc1
2.5 | O=C(NC(=S)N1CCOCC1)C12CCC3CC(CC(C3)C1)C2
-2.2 | C[C@H](NC(=O)c1ccccc1)C(=O)Nc1nc(-c2ccccn2)cs1
2.4 | O=C1CSC(c2ccccc2)N1CC(O)c1ccc([N+](=O)[O-])cc1 (stereo unspecified)
-3.6 | Cc1cc(C)c(OCCNC(=O)c2ccccc2Sc2ccccc2C#N)c(C)c1
-0.8 | COc1ccccc1NC(=O)c1cc[n+]([O-])cc1
-2.8 | Cc1cc(C(=O)NNc2ccc(C(C)C)cc2)n(C(C)(C)C)n1
-0.7 | Cn1c(=O)c2c(ncn2CC(=O)OCC(=O)Nc2cc(Cl)ccc2C#N)n(C)c1=O
2.1 | CCC1CCCCN1CCNC(=O)c1[nH]c(C)c(C(C)=O)c1C (stereo unspecified)
2.1 | O=C1CC[C@@H](CN(Cc2ccccn2)Cc2nc(Cc3cccc(C(F)(F)F)c3)no2)N1
2.5 | O=C1SC(SCc2ccccc2)=N/C1=C\c1ccc(C(=O)O)cc1
-1.6 | O=C(O)Cn1c(O)c(C=Nc2ccccc2)sc1=S
-0.9 | O=C(NCCCO)NC(=S)c1cccc2ccccc12

Going on with the list.
TTR transcr act | compound
-2.8 | CCOC(=O)c1c(C)[nH]c(C=O)c1Cc1cccc(Cl)c1
-2.0 | COc1cc(/C=N/N2C(C)CCCC2C)cc(OC)c1O (stereo unspecified)
-0.7 | COc1ccccc1C1/C(=C(\O)c2ccc3c(c2)OCCO3)C(=O)C(=O)N1CCCn1ccnc1 (stereo unspecified)
-1.0 | CCc1ccc(N2CC(C(=O)NCC(C)(C)N3CCOCC3)CC2=O)cc1 (stereo unspecified)
-2.3 | O=C(NCCCN1CCOCC1)c1ccc(Br)cc1Br
0.4 | Cc1cc(C)cc(OCC(=O)Nc2ccccc2N2CCCCC2)c1
0.6 | COc1ccc(NC(=O)C(Cc2ccccc2)n2cccc2)cc1 (stereo unspecified)
-0.3 | COc1ccc(CNC(=O)Nc2ccc(C)cc2C)cc1
-1.1 | Cc1ccc(S(=O)(=O)Nc2nc(C)c(NC(=O)OCCCl)s2)cc1
1.6 | O=[N+]([O-])c1cc(C(F)(F)F)ccc1NCCCCNS(=O)(=O)c1ccc2ccccc2c1
0.5 | COc1cccc(CNS(=O)(=O)c2ccc3c(c2)CCN3C(=O)C2CC2)c1
0.7 | CCOC(=O)Nc1ccc(S(=O)(=O)Nc2onc(C)c2C)cc1
-1.2 | COC(=O)[C@]12C[C@H](CC(=O)NCCc3ccccc3OC)C(=O)N(Cc3cccc4ccccc34)C1=C[C@H](C1CCCC1)O[C@@H]2C
-0.4 | CC1(C(=O)NC2CCc3ccccc32)CCN1CCc1ccccc1 (stereo unspecified)
8.0 | Cc1ccc(NC(=O)c2cccnc2C(=O)Nc2ccc(C)cc2)cc1
1.5 | Cc1cccc(NC(=O)CSc2ncnc3c2oc2ccccc23)c1
1.5 | O=C(CN(c1ccc(Cl)cc1)S(=O)(=O)c1ccccc1)N1CCN(c2ccccc2)CC1
-0.1 | CCOc1cc(Cl)c(S(=O)(=O)NCCCN2CCOCC2)cc1Cl
5.1 | C/C(=N\NC(=O)CC1(C)OCCO1)c1cccs1
0.1 | O=C(NC(=S)Nc1ccc2oc(-c3ccncc3)nc2c1)c1ccccc1F
7.2 | Cc1nn2c3c(cnc2c1-c1ccc(Cl)cc1)C(=O)CC(c1ccco1)C3 (stereo unspecified)
-0.9 | C1CC(CN2CCOCC2)CN(c2nc3nonc3nc2N2CCSCC2)C1 (stereo unspecified)
0.0 | COc1ccccc1/C=C/C=N/n1c(-c2ccccn2)n[nH]c1=S
-1.4 | C/C(=N\NC(=O)c1cc(C(C)C)[nH]n1)c1ccncc1
-1.0 | Cc1cc(C)cc(N2C(=O)CSC2c2cccs2)c1 (stereo unspecified)
-1.2 | Cc1ccc(C(=O)NC(=S)Nc2ccc(N3CCOCC3)cc2)cc1C
-2.6 | Cc1occc1C(=O)Nc1nnc(-c2ccncc2)s1
3.2 | Clc1cncc(Cl)c1N/N=C/c1ccccc1
2.9 | C[C@@H]1CN([C@@H](C)CO)C(=O)c2cc(Br)cnc2O[C@H]1CN(C)Cc1cccnc1
-2.6 | O=C(COc1ccc(C2SCCS2)cc1)NNC(=O)C(Cl)Cl

Exported bar-delimited: entries from further up
canonical_smiles | TTR transcr act
CCOC(=O)c1c(C)[nH]c(C=O)c1Cc1cccc(Cl)c1 | -2.8
C/C(=N\NC(=O)c1cc(C(C)C)[nH]n1)c1ccncc1 | -1.4
Cc1ccc(C(=O)NC(=S)Nc2ccc(N3CCOCC3)cc2)cc1C | -1.2
COc1cccc(CNS(=O)(=O)c2ccc3c(c2)CCN3C(=O)C2CC2)c1 | 0.5
COc1ccccc1C1/C(=C(\O)c2ccc3c(c2)OCCO3)C(=O)C(=O)N1CCCn1ccnc1 (stereo unspecified) | -0.7
CC1(C(=O)NC2CCc3ccccc32)CCN1CCc1ccccc1 (stereo unspecified) | -0.4

An excerpt from above in order of their number in TTR transcr act, highest first:
molecule,TTR transcr act
COc1ccc(NC(=O)C(Cc2ccccc2)n2cccc2)cc1 (stereo unspecified),0.6
COc1cccc(CNS(=O)(=O)c2ccc3c(c2)CCN3C(=O)C2CC2)c1,0.5
O=C(NC(=S)Nc1ccc2oc(-c3ccncc3)nc2c1)c1ccccc1F,0.1
COc1ccccc1C1/C(=C(\O)c2ccc3c(c2)OCCO3)C(=O)C(=O)N1CCCn1ccnc1 (stereo unspecified),-0.7
C/C(=N\NC(=O)c1cc(C(C)C)[nH]n1)c1ccncc1,-1.4

Continued:
TTR transcr act | compound
2.1 | O=c1cc(O)nc(SCc2ccccc2)n1-c1ccccc1
-0.8 | O=C(NCc1ccccc1)C(=O)Nc1nccs1
0.0 | CCOc1ccc(OCC(=O)Nc2ccccc2N2CCCC2)cc1
1.3 | Cc1cc(NC(=O)CN2CCc3ccccc3C2)nc2c1c(=O)oc1ccccc12
-1.6 | O=C(COC(=O)c1ccccc1OCc1ccccc1Cl)NCC1CCCO1 (stereo unspecified)
4.3 | C=CCN(C(=O)c1csnn1)C(C(=O)NCc1ccc(F)cc1)c1ccc(F)cc1 (stereo unspecified)
-1.2 | Cc1cc(C)n(-c2nc3ccccc3c(=O)n2OCc2ccc(Cl)cc2)n1
-1.4 | CCn1ncc([C@@H]2C[C@H]3CN(Cc4ccccc4C)C(=O)[C@]34CCCN24)c1C
-1.4 | CCc1ccc(Oc2ncnc(N)c2[N+](=O)[O-])cc1
-0.8 | CN1C(=O)C2(c3ccccc31)N(C)CC(c1ccccc1)C21SC(=S)N(Cc2ccco2)C1=O (stereo unspecified)
6.7 | O=C(COC(=O)c1cc(-c2cccs2)nn1-c1ccccc1)Nc1cc([N+](=O)[O-])ccc1Cl
-1.5 | COc1cc(/C=N\Nc2nc3ccccc3[nH]2)cc(OC)c1OC
3.6 | CCOC(=O)C1CCN(c2cc(C)nc3cc(-c4cccc(F)c4)nn23)CC1
0.8 | Cc1cccc(S(=O)(=O)N(C)C[C@@H]2OCc3cnnn3CCCC(=O)N([C@H](C)CO)C[C@@H]2C)c1
-1.9 | COc1ccc(-c2c(C)n([O-])c3c([n+]2=O)CCCC3)cc1
0.4 | COc1cccc(NC(=O)NNC(=O)CN2C(=O)COc3ccccc32)c1
-2.7 | O=C1CC[C@H](O)CCN1[C@H](CSc1ccccc1)Cc1ccccc1
7.8 | Oc1ccc(/C=N/N2CCOCC2)c(O)c1O
1.5 | COC(=O)[C@]12C[C@H](CC(=O)NCc3cccc(C(F)(F)F)c3)C(=O)N(Cc3ccc4c(c3)OCO4)C1=C[C@H](C(C)C)O[C@@H]2C1CC1
0.0 | CC(C)[C@@H](C)/C=C/[C@@H](C)[C@H]1CC[C@@H]2[C@]1(C)CCC1[C@]23C=C[C@]2(C[C@@H](O)CC[C@]12C)N(C(=O)Cc1ccccc1)O3 (stereo partly specified)
-2.8 | CCOc1ccc(-c2nc(C#N)c(N3CCN(Cc4ccccc4)CC3)o2)cc1
-1.5 | Cc1cccc(C(=O)Nc2ccccc2C(=O)OCC(=O)Nc2ccc(C#N)cc2)c1
-3.5 | CCCC(=O)Oc1ccc(N(C(=O)CCC)S(=O)(=O)c2cccs2)cc1
1.3 | CCN(CC)S(=O)(=O)c1cc(OCC(N)=O)c(C)cc1Cl
5.3 | Cc1ccc(S(=O)(=O)NN=C2CCc3ccccc32)cc1
10.4* | Cc1cc(C)c(C)c(OCC(=O)O/N=C(\N)c2ccccn2)c1
-1.2 | CCOC(=O)c1c[nH]c2c(C)cc(C)cc2c1=O
0.8 | COc1cc(C(=O)OCC(=O)NC2CCCC2)cc(OC)c1OC
1.1 | CCCCn1c(N)c(N(Cc2ccccc2OC)C(=O)CSCC(=O)Nc2cccc(C)c2)c(=O)[nH]c1=O
-1.3 | CC(C)n1c(CN2CCN(C(=O)c3ccco3)CC2)nc2c1c(=O)n(C)c(=O)n2C
3.2 | CCN(CC)CCN(Cc1cc2cc3c(cc2[nH]c1=O)OCO3)C(=S)NCC(C)C
1.8 | COc1ccc(Oc2ccc(C(F)(F)F)cc2NC(=O)c2ccc(F)cc2)cc1
1.8 | COc1cc(/C=N/NC(=O)c2cccnc2)ccc1OS(=O)(=O)c1ccc(F)cc1
